Screening data from PubChem.
Lipid storage S3: qHTS Assay for Lipid Storage Modulators in Drosophila S3 Cells. lipid storage change, negative = inhibition, % at the top dose, mostly 46.1 µM; hits show Potency in µM. 0.64% of 320,000 active. Drosophila S3 cells, BODIPY lipid droplet fluorescence, 18-24 h; cells fed with added oleic acid; active = well fitted inhibition curve with a large enough effect in the signal ratio, with a control signal flat, not every such curve was filed as active; inconclusive = small, poorly fitted or top-dose-only effect, or effect the other way, or a change in a side signal; the % refers to the signal ratio
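Laser-scanning cytometry quantifies lipid droplet accumulation (500–530 nm total intensity; droplet/cell object ratio) in oleic acid-fed (400 uM added) Drosophila S3 cells treated with a concentration series. 20 uM Triacsin C defined 100% inhibition.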
Lipid storage S3 cell count max: second read-out of Lipid storage S3, no call of its own (marks repeat the call); cell number change, %; measured here: cell count max response;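 cells counted by Cell Tracker Red CMTPX staining in the red channel; peak over a dose series mostly up to 46.1 µM; percent activity relative to internal control wells on each plate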
* = called active by the depositor; i = inactive; ? = inconclusive; . = no result given; [ ] = dose if it differs, or a comment. % is set by controls: 0 for no effect and ±100 for the full control effect; potency is the fitted concentration of half-maximal effect. These rows are one share of the data; the hit share may differ from the screen's.

SMILES	Lipid storage S3	Lipid storage S3 cell count max
CC(C)(C)OC(=O)N1CCCN(C(=O)Nc2ccc(OC(F)(F)F)cc2)CC1	0.1%	-3.1
COc1ccc(NC(=O)CSc2nnc(C3CCCCC3)n2N)cc1OC	?	.
CCN1CCCC1CN(Cc1cc2ccc(C)cc2[nH]c1=O)C(=S)Nc1ccc(F)cc1 (stereo not drawn)	0.7%	2.1
Cc1ccc(C(=O)NNC(=S)NC(=O)c2ccc(Cl)cc2Cl)cc1	?	.
CCOC(=O)N1CCC(NC(=O)Cc2cn(C)c3ccccc23)CC1	?	.
COc1ccccc1C(=O)Nc1cccc2cccnc12	?	.
O=C(NN1C(=O)C2C(c3ccccc3)C=CC(c3ccccc3)C2C1=O)c1ccccc1 (stereo not drawn)	-1.0%	3.9
Cc1c(NC(=O)CN2C(=O)NC(C)(c3ccccc3)C2=O)c(=O)n(-c2ccccc2)n1C (stereo not drawn)	?	.
CC(C)NCC(O)COc1cccc2ccccc12 (stereo not drawn)	?	.
O=[N+]([O-])c1ccccc1SNc1ccccn1	5.0%	5.1
Cc1ccc(C)c(OCC(=O)Nc2cc(C)on2)c1	10.7%	-7.8
Cc1nn(CCC#N)c(C)c1Oc1ccccc1O	?	.
CCN1CCN(S(=O)(=O)c2ccc(Cl)c(C(=O)Nc3ccccc3N3CCCC3)c2)CC1	?	.
O=C1c2cccc3c(O)ccc(c23)C(=O)N1Cc1ccccc1	?	.
CCN(CC(=O)Nc1ccc(NC(C)=O)cc1)CC(=O)Nc1cccc(Cl)c1	?	.
O=C(c1ccccc1)N1CCN(C2c3cccc4cccc(c34)C2NS(=O)(=O)c2ccccc2)CC1 (stereo not drawn)	?	.
CC(C)c1onc(C(=O)Nc2cccnc2Cl)c1[N+](=O)[O-]	?	.
CN(C(=O)C1CCCCC1)C1(C)CCS(=O)(=O)C1 (stereo not drawn)	-7.0%	7.6
CC1CCC2(CC1)NC(=O)N(NC(=O)c1cccc(N(C)C)c1)C2=O (stereo not drawn)	?	.
O=S(=O)(Cc1c(F)cccc1Cl)c1ncn[nH]1	17.0%	-3.8

Single values from above.
Result for CN(C(=O)C1CCCCC1)C1(C)CCS(=O)(=O)C1 (stereo not drawn) in Lipid storage S3: -7.0%
Result for Cc1ccc(C)c(OCC(=O)Nc2cc(C)on2)c1 in Lipid storage S3 cell count max: -7.8

(listing goes on)
SMILES	Lipid storage S3	Lipid storage S3 cell count max
COc1c2ccccc2c(OC)c2ccccc12	?	.
Cc1ccccc1-c1nc(CS(=O)(=O)CC(=O)NC2CC2)c(C)o1	6.4%	1.5
COc1ccc(CCN2CC(C(=O)NCCc3ccccc3C)CCC2=O)cc1 (stereo not drawn)	-22.0%	-7.6
Cc1onc(-c2ccccc2Cl)c1C(=O)NC(C)c1ccccc1 (stereo not drawn)	i	8.9
Cc1ccc(C(=O)NNC2=Nc3cc([N+](=O)[O-])ccc3OC2)cc1	-5.7%	4.7
FC(F)(F)c1cnc(N2CCSCC2)c(Cl)c1	1.6%	22.6
Cc1cc(C)cc(C(=O)NC(CC(N)=O)c2ccc(NC3CCCCCC3)c([N+](=O)[O-])c2)c1 (stereo not drawn)	-20.9%	18.6
CCOC(=O)c1c(C)[nH]c(C)c1C(=O)COC(=O)/C=C/c1cccc(F)c1	0.6%	-15.9
O=C(CN1CCN(Cc2ccc(F)cc2)CC1)Nc1nc2ccccc2s1	i	-20.6
CCOC(=O)NC1(C(F)(F)F)C(=O)NC(C)=C1C(=O)OC (stereo not drawn)	?	.
Cc1ccc(S(=O)(=O)Nc2cc(Cl)c(O)c3ncccc23)cc1	?	.
CCOC(=O)C1CCCN(C(=O)c2ccc(CS(=O)(=O)Cc3ccccc3C)o2)C1 (stereo not drawn)	?	.
C=CCn1c(SCC(=O)NCC2CCCO2)nnc1-c1ccncc1 (stereo not drawn)	?	.
COc1ccccc1-n1c(SCC(=O)c2ccc(O)cc2O)nc2cc([N+](=O)[O-])ccc21	?	.
CCn1c(=N)n(CC(=O)c2ccc(Br)s2)c2ccccc21	8.8%	-3.2
Cc1cc(/C=C2\NC(=O)NC2=O)c(C)n1-c1cccnc1	?	.
Cc1cccc(Cn2cc3c(=O)n(Cc4cccc(F)c4)nc-3c3ccccc32)c1	?	.
O=C(NCCc1ccccc1)NC(Cc1ccccc1)C(=O)O (stereo not drawn)	?	.
O=C(/C=C/c1ccc([N+](=O)[O-])cc1)NC1CC2CCC1C2 (stereo not drawn)	?	.
CSc1oc(-c2ccccc2)nc1S(=O)(=O)c1ccc(C)cc1	?	.

Single records (already shown):
Results for CCn1c(=N)n(CC(=O)c2ccc(Br)s2)c2ccccc21 → Lipid storage S3 = 8.8%; Lipid storage S3 cell count max = -3.2
Results for O=C(/C=C/c1ccc([N+](=O)[O-])cc1)NC1CC2CCC1C2 (stereo not drawn) → Lipid storage S3 = ?; Lipid storage S3 cell count max = .

Following part
SMILES	Lipid storage S3	Lipid storage S3 cell count max
COc1ccc(/C=C2\SC(=S)N(CCCC(=O)Nc3ccc(O)cc3)C2=O)cc1	?	.
COc1ccc(N(C(=O)c2ccco2)C(C(=O)NC2CCCC2)c2cccs2)c(OC)c1 (stereo not drawn)	i	10.9
Cc1ccc(S(=O)(=O)N2CCOCC2)cc1C(=O)NCCCn1ccnc1	-0.2%	-1.3
O=c1sc(N2CCN(c3ccccc3F)CC2)nc2ccsc12	?	.
CCc1ccccc1NC(=O)CNC(=O)c1cc(C2CC2)nc2c1cnn2C(C)C	?	.
CCCN(CCC)C(=O)c1cn(C)c2ccc(S(=O)(=O)N3CCCC3)cc2c1=O	i	14.6
O=S(=O)(/N=C(\Sc1ccc(Cl)cc1)c1ccccc1)c1ccccc1	?	.
O=S(=O)(NCC1CCCN(Cc2ccccc2O)C1)c1cccc2cccnc12 (stereo not drawn)	?	.
CC(=O)Nc1ccc(NC(=O)c2ccc(COc3ccccc3)cc2)cc1	?	.
Cn1c(=O)n(C)c2cc([N+](=O)[O-])c(N3CCN(C(=O)c4cccc(Cl)c4)CC3)cc21	?	.

A different layout for some results above:
| compound | Lipid storage S3 | Lipid storage S3 cell count max |
| --- | --- | --- |
| Cc1onc(-c2ccccc2Cl)c1C(=O)NC(C)c1ccccc1 (stereo not drawn) | i | 8.9 |
| O=C(c1ccccc1)N1CCN(C2c3cccc4cccc(c34)C2NS(=O)(=O)c2ccccc2)CC1 (stereo not drawn) | ? | . |

4 compounds already listed, sorted by count of non-hydrogen atoms, high to low:
SMILES	Lipid storage S3	Lipid storage S3 cell count max
COc1ccc(N(C(=O)c2ccco2)C(C(=O)NC2CCCC2)c2cccs2)c(OC)c1 (stereo not drawn)	i	10.9
Cn1c(=O)n(C)c2cc([N+](=O)[O-])c(N3CCN(C(=O)c4cccc(Cl)c4)CC3)cc21	?	.
O=S(=O)(NCC1CCCN(Cc2ccccc2O)C1)c1cccc2cccnc12 (stereo not drawn)	?	.
O=S(=O)(/N=C(\Sc1ccc(Cl)cc1)c1ccccc1)c1ccccc1	?	.

More compounds follow:
SMILES	Lipid storage S3	Lipid storage S3 cell count max
COc1cccc(Nc2c(F)c(F)c(F)c(F)c2C(=O)O)c1	?	.
CCOC(=O)c1cnc(SC)nc1Sc1cc(Cl)ccc1Cl	-10.0%	-13.5
Cc1ccc(N2C(=O)C(O)(C(F)(F)F)C3=C2CC(C)(C)CC3=O)cc1 (stereo not drawn)	?	.
CCC(Sc1nc2cc3c(cc2c(=O)n1Cc1ccco1)OCO3)C(=O)Nc1cccc(OC)c1 (stereo not drawn)	?	.
O=C(NC1CCCCC1)C(c1ccc2ncccc2c1)N(Cc1ccc2c(c1)OCO2)C(=O)c1ccc2c(c1)OCCO2 (stereo not drawn)	7.3%	6.1
CCN(CC)c1ccc(/C=N/NC(=O)c2cnccn2)cc1	-14.9%	-2.7
CNC(=O)Cn1ncc2c3ccccc3n(C)c2c1=O	24.0%	15.3
Cc1ccc(N(C(=O)c2ccccn2)C2(C(=O)NC3CCCC3)CCCCC2)cc1	?	.
CCOc1c2ccc(C(=O)NCc3ccco3)cc2nn1CC	?	.
CC(C)n1cc(/C=C2\NC(=O)N(c3cccc(Cl)c3)C2=O)c2ccccc21	?	.
CCc1c(C)sc(NC(=O)c2cc(C3CC3)on2)c1C#N	-10.7%[9.22 µM]	-9.4
COc1cccc(CC2(CO)CCCN(Cc3ccc(OC)c(C)c3OC)C2)c1 (stereo not drawn)	?	.
COc1cc2c(cc1OC)CN(Cc1cc(=O)n3cc(C)ccc3n1)CC2	16.0%	-5.7
O=C(CNC(=O)c1cccc(F)c1)OCC(=O)N1CCCCC1	-15.5%	-16.9
O=C(NCCN1CCOCC1)C1CCC(=O)N1Cc1ccc(F)cc1 (stereo not drawn)	?	.
CC(=O)Nc1ccc(C(=O)COC(=O)CCN2C(=O)C3CC=CCC3C2=O)cc1 (stereo not drawn)	-1.6%	4.0
Cc1cc(N2CCCCC2)n2ncc(-c3ccc(Cl)cc3)c2n1	?	.
COc1ccc(-c2ccnc3nc(N4CCOCC4)nn23)cc1	-8.6%	11.7
CCc1nnc(NC(=O)c2cccc(S(=O)(=O)N3CCc4ccccc43)c2)s1	?	.
Cc1cc(C)c2c(=O)[nH]n(C3CCOC(C)(C)C3)c2n1 (stereo not drawn)	?	.
O=C(CSc1ccc2nnc(-c3cccnc3)n2n1)N1CCc2ccccc21	?	.
O=C(NCC(c1cccs1)N1CCOCC1)c1cn(-c2ccccc2)nc1-c1ccccc1 (stereo not drawn)	?	.
O=C(CSCc1ccccc1)NNC(=S)Nc1cccc(Cl)c1Cl	?	.
COC(=O)c1c(C)[nH]c(C(=O)C(C)OC(=O)C2CC2C)c1C (stereo not drawn)	?	.
Cc1occc1C(=O)N1CCN(c2ccc(Cl)cc2)CC1	?	.
C/C=C(\C)C(=O)Nc1cccc(C2=NOC3(C2)C[C@H](C(N)=O)N(C(=O)CC#N)C3)c1 (stereo partly drawn)	11.7%	12.4
CC(C)N1C(=O)/C(=C/c2nc3ccccc3c(=O)n2-c2ccccc2)c2ccccc21	?	.
C=CCOc1ccc(CNC(C)(C)CO)cc1OCC	7.8%	.
CCOC(=O)N1CCN(C(=O)C2CCN(S(=O)(=O)c3ccc(Cl)cc3)CC2)CC1	?	.
Cc1ccc(S(=O)(=O)N2CCN(C(=O)COC(=O)Cc3ccc(Cl)cc3)CC2)c(C)c1	?	.
CCOc1cccc(-c2nnc3sc(-c4ccc(C)cc4)nn23)c1	?	.
COc1ccc(/C=N/NC(=O)c2ccc(CSc3nc(C)cc(C)n3)cc2)cc1O	27.7%	14.0
CCCNC(=O)CCc1c(C)nc2c(c(C)nn2-c2ccccc2)c1C	?	.
Cc1ccc(CNC(=O)Cn2nnc3ccccc3c2=O)cc1	-30.0%	.
O=C(Cc1cccs1)Nc1nnc(SCc2ccc(F)cc2)s1	-1.6%	-15.9
Cc1ccccc1-c1ccc(=O)n(CC(=O)Nc2ccc(S(=O)(=O)N(C)C)cc2)n1	1.3%	14.8
COc1c(F)c(F)c(C(=O)Nc2ccc(-c3nc4ccccc4[nH]3)cc2)c(F)c1F	-11.0%	5.1
COc1ccc(S(=O)(=O)NNC(=O)C23CC4CC(CC(C4)C2)C3)cc1	i	17.1
COC(=O)c1sc(NC(=O)c2ccc([N+](=O)[O-])o2)c(C#N)c1C	-11.4%	-1.5
Cc1cc2occ(CC(=O)N(CC(C)C)c3c(N)n(Cc4ccccc4)c(=O)[nH]c3=O)c2cc1C	9.3%	7.7
CC(C)C(=O)NC(=S)Nc1ccc(S(=O)(=O)NC2CCCCC2)cc1	?	.
COC(=O)c1cccc(Cn2nc(C)c([N+](=O)[O-])c2C)c1	2.3%	0.8
OCCN1CCN(C2Cc3cc(Cl)ccc3Sc3ccc(Cl)cc32)CC1 (stereo not drawn) (tested in a mixture with another compound)	?	.
CCCN1CNC(=S)N(c2cc(C)ccc2C)C1	-1.3%	1.9
COc1cccc(Oc2coc3cc(OC(=O)N4CCOCC4)ccc3c2=O)c1	?	.
COc1cc(NS(=O)(=O)c2ccc(NC(=O)C34CC5CC(CC(C5)C3)C4)cc2)ncn1	i	-25.5
CC(C)OP(=O)(c1ccccc1)c1ccccc1	-2.4%	0.2
Cc1ccc(CNC(=O)COC(=O)COc2ccc(C#N)cc2)cc1	?	.
Cc1ccccc1C(=O)NCCCNC(=O)c1ccccn1	?	.
CCOC(=O)c1sc(=S)n(-c2cccc(C(F)(F)F)c2)c1SC	11.2%	2.3

Other records.
SMILES	Lipid storage S3	Lipid storage S3 cell count max
CCOC(=O)N1CCN(C(=O)c2c[nH]c3ccc(S(=O)(=O)N(C)c4cccc(C)c4)cc3c2=O)CC1	?	.
C/C(=N\N1CCN(C2c3ccccc3-c3ccccc32)CC1)c1ccco1	-6.1%	.
CCOC(=O)c1sc(N(Cc2ccccc2)C(=O)COC(=O)c2ccccc2O)nc1C	?	.
Oc1c(Cl)cc(Cl)cc1CNc1ccc(Br)cn1	i	-28.7
CC1CCN(C(=S)NCCc2ccccc2)CC1	?	.
CC(=O)c1cccc(OC(=O)c2cc(S(=O)(=O)N3CCOCC3)ccc2N2CCCC2)c1	i	-6.7
O=C(/C=C/Nc1ccccc1OC(F)(F)F)C(F)(F)F	12.5%	.
COc1ccc([C@@H]2[C@@H]3C(=O)N(C(C)(C)C)C(=O)[C@@H]3[C@]3(CC(C)C)C(=O)N(c4ccc(C(F)(F)F)cc4)C(=O)N23)cc1	20.6µM*	18.1*
CCOC(=O)C(Cc1ccc(O)cc1)NC(=O)CNC(=O)C1CCCN1C(=O)OC(C)(C)C (stereo not drawn)	0.3%	-0.7
COc1cc(/C=C2\SC(=O)NC2=O)ccc1Oc1ccc([N+](=O)[O-])cn1	-6.2%	-23.3
CC(C)Sc1nc2c(c(=O)n1C)SC(C)C2 (stereo not drawn)	?	.
Cc1ccc(C(=O)N2CCN(S(=O)(=O)c3ccc(C(C)C)cc3)CC2)s1	?	.
Cn1cccc1CNC(=O)Nc1ccccc1	?	.
